GPR151 activ = human GPR151 activation; Q8TDV0; PathHunter beta-arrestin GPR151 cells, luminescence; activation, % at 11.2 µM; hit rate 1% among 650,000; AID 1508602; in the data active = activation above about 4.9%;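 note: 0% = median of compound wells and 100% = cells with positive control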
Target sequence (Q8TDV0 whole entry, looked up): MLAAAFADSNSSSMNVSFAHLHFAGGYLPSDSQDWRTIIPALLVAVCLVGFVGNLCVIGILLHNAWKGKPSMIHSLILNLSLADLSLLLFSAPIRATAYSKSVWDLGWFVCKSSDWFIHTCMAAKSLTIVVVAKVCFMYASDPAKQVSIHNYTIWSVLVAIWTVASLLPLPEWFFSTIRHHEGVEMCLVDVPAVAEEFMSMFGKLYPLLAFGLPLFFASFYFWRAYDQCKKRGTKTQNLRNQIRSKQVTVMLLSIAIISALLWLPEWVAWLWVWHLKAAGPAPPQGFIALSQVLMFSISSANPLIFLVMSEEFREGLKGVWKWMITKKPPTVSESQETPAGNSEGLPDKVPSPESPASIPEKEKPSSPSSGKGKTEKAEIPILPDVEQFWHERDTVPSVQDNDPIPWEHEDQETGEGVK
FBW7 act = human FBW7 E3 ligase activation, primary screen; Q969H0; AlphaScreen FBW7–phospho-cyclin E peptide binding, activator screen; normalized activity (activation), % at 26.1 µM; hit rate 0.13% among 650,000; in the data active = normalized activity above about 1.9%;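 note: purified mutant Fbw7 with reduced substrate affinity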
Target sequence (Q969H0 whole entry, looked up): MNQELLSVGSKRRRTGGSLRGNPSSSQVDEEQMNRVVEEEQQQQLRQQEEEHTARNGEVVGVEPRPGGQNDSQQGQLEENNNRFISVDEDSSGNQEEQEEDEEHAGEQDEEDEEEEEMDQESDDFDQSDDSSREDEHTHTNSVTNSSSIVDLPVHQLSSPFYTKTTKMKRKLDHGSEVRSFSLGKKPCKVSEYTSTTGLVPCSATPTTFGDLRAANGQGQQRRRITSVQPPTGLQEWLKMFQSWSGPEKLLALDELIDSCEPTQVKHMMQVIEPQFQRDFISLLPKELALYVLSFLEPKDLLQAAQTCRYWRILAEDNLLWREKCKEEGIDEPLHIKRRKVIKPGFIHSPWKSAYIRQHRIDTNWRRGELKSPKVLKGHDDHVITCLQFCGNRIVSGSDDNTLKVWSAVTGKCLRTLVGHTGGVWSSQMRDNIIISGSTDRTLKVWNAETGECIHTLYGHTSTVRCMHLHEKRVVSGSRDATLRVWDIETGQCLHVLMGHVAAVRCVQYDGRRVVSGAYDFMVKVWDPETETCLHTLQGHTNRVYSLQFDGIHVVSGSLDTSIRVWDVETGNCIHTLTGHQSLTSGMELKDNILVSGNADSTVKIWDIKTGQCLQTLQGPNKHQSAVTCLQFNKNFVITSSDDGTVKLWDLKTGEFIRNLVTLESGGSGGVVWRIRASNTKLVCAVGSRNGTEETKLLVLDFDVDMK
TEAD-YAP inh = TEAD-YAP interaction inhibition; HEK-TIYL cells, TEAD-Gal4/YAP UAS-luciferase luminescence; inhibition, % at 9.12 µM; hit rate 1.4% among 640,000; AID 1259422; in the data active = inhibition above about 32%;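 note: 0% = median of test compound wells and 100% = reference inhibitor wells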
MITF inh = inhibitors of human MITF; O75030; AlphaScreen MITF homodimerization, bead proximity signal; inhibition, % at 2.6 µM; hit rate 0.91% among 650,000; AID 1259374; in the data active = inhibition above about 50%;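 note: 0% = vehicle wells with protein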
* hit, by the source's call; . = no result given.

Field names – A = GPR151 activ; B = FBW7 act; C = TEAD-YAP inh; D = MITF inh
> COc1cccc(-c2ocnc2C(=O)NCC2CCCO2)c1 (centres undefined)
  A: -0.7 | B: -0.1 | C: -30 | D: -2
> COc1ccc(-c2cnnc(N/N=C/c3ccncc3)n2)cc1
  A: -0.5 | B: -0.2 | C: 1 | D: -7
> COc1ccc2oc(=O)c(-c3csc(Nc4ccccc4C(F)(F)F)n3)cc2c1
  A: 0.8 | B: 1.5 | C: -7 | D: 11
> CSc1cccc2sc(N(CCN(C)C)C(=O)c3ccccc3)nc12
  A: -0.2 | B: -0.3 | C: 3 | D: 17
> COc1ccccc1/C=C/C(=O)NCc1ccccn1
  A: 0.1 | B: 0.0 | C: -8 | D: 10
> CC(C)(C)c1ccc2[nH]c3c(c2c1)CCCC3NC=O (centres undefined)
  A: -0.4 | B: 0.0 | C: -2 | D: 10
> COc1ccc(OC)c(NS(=O)(=O)c2ccc(C(=O)O)cc2)c1
  A: -1.0 | B: 0.0 | C: -4 | D: -9
> CC(C)OCCCNC(=O)c1ccc2c(=O)n(Cc3ccco3)c(SCC(=O)Nc3nccs3)nc2c1
  A: -0.8 | B: 0.0 | C: 17 | D: 2
> COc1ccc(CN2CCCC(C(N)=O)C2)cc1OC (centres undefined)
  A: 1.0 | B: 0.1 | C: 5 | D: 2
> O=C(Nc1cccc(C(F)(F)F)c1)C(=O)NC1CCCC1
  A: 0.0 | B: 0.5 | C: -11 | D: 11
> Cc1ccc(-n2cnc3cc(C(=O)NCc4ccco4)ccc32)c(C)c1
  A: 0.4 | B: 0.1 | C: -3 | D: 8
> COc1ccccc1-n1c(=O)[nH]c2c(C(N)=O)nc(-c3ccccc3O)nc21
  A: -1.2 | B: 0.1 | C: 10 | D: -1
> Cc1cccc(-c2nnc(SCC(=O)Nc3ccccc3F)o2)c1
  A: -0.4 | B: 0.0 | C: 64* | D: -1
> COc1ccccc1C(=O)Nc1sc2c(c1C(N)=O)CC(C)(C)NC2(C)C
  A: 1.5 | B: 0.1 | C: -14 | D: 0
> CCCCOC(=O)C1=C(C)N(C)C(=O)NC1c1ccccc1[N+](=O)[O-] (centres undefined)
  A: -0.1 | B: 0.1 | C: 8 | D: 2

Next part
Field names – A = GPR151 activ; B = FBW7 act; C = TEAD-YAP inh; D = MITF inh
> O=C(Cc1cn(-c2ccc(Nc3ccc(-n4ccnc4)cc3)nn2)c2ccccc12)NCc1nc2ccccc2[nH]1
  A: 3.6 | B: -0.2 | C: 4 | D: 8
> O=S(=O)(c1ccccc1)N1CCC(Br)C1 (centres undefined)
  A: -1.3 | B: 0.9 | C: -2 | D: 19
> CC(C)CC(=O)Nc1cc([N+](=O)[O-])ccc1Cl
  A: 0.4 | B: 0.8 | C: 0 | D: 9
> Cc1ccc(CNC(=O)C(C)n2ncn3cccc3c2=O)cc1 (centres undefined)
  A: 0.0 | B: 0.1 | C: -2 | D: 21
> Cc1cc(C(C#N)c2nc3ccccc3o2)nc(N2CCOCC2)n1 (centres undefined)
  A: 2.1 | B: 0.1 | C: 3 | D: -1
> O=C1CCCN1CCCNc1nc(N2CCN(c3ccccn3)CC2)nc2c1ncn2C1CCCCC1
  A: -0.5 | B: -0.1 | C: 14 | D: 4
> O=C(N/C(=C\c1ccco1)C(=O)N1CCOCC1)c1ccc([N+](=O)[O-])cc1
  A: 1.3 | B: 0.0 | C: -4 | D: -2
> Cc1ccc(C(C)C)cc1Oc1ccc(Cl)cc1NC(=O)c1cc(Cl)cc(Br)c1O
  A: -0.4 | B: 0.0 | C: -10 | D: 5
> CCOC(=O)C1=C(C)NC2=C(C(=O)CC(c3ccc(OC)cc3)C2)C1c1ccccn1 (centres undefined)
  A: 0.0 | B: -0.1 | C: 1 | D: -1
> CCN(CC)c1ccc(-c2nc3cc(NC(=O)c4ccc(OC)c(OC)c4)ccc3o2)cc1
  A: -1.1 | B: 2.4* | C: -22 | D: 21
> Cc1ccc(S(=O)(=O)N(CC(=O)N2CCC(C(N)=O)CC2)c2ccccc2C)cc1
  A: -0.1 | B: 0.2 | C: 3 | D: -13
> COCC(=O)Nc1ccc(S(=O)(=O)Nc2cc(C)nc(C)n2)cc1
  A: 3.5 | B: -0.1 | C: -9 | D: 4
> CCCCCOc1ccc(NC(=O)CC(=O)Nc2ccc(OCCCCC)cc2)cc1
  A: 2.2 | B: -0.1 | C: -2 | D: 2
> N#Cc1ccc(/C=N/NC(=O)Cc2ccccc2)cc1
  A: -0.4 | B: 0.1 | C: 4 | D: -8
> CC1CCCCN1CCCNc1nc2ccccc2c2nc(-c3cccnc3)nn12 (centres undefined)
  A: -0.3 | B: 0.5 | C: 50* | D: 18

Going on with the list:
Field names – A = GPR151 activ; B = FBW7 act; C = TEAD-YAP inh; D = MITF inh
> CCCSc1cc(NCCOC(=O)CCC)c([N+](=O)[O-])c2nonc12
  A: -0.3 | B: -0.1 | C: -14 | D: -1
> O=C(O)C1CCCCC1C(=O)NCc1ccco1 (centres undefined)
  A: -0.5 | B: 0.1 | C: 4 | D: 17
> CC12CC(NC(=O)N1c1cccc(C(=O)NCc3ccccn3)c1)c1ccccc1O2 (centres undefined)
  A: -1.6 | B: -0.1 | C: 7 | D: 5
> COc1ccc(-n2ncc3c(N4CCCC(C)C4)ncnc32)cc1 (centres undefined)
  A: -6.6 | B: -0.1 | C: 95* | D: -7
> O=C(N/N=C\c1cccc(O)c1)C1COc2cc3ccccc3cc2O1 (centres undefined)
  A: -1.4 | B: 0.4 | C: 0 | D: 13
> O=c1[nH]c2ccc(S(=O)(=O)Nc3cccc(Cl)c3)cc2[nH]1
  A: 1.3 | B: 0.1 | C: -2 | D: 5
> Clc1ccccc1CNc1nc(Cc2ccccc2)nc2sc3c(c12)CCCC3
  A: 0.7 | B: -0.1 | C: 8 | D: 0
> COc1ccc(OC)c(NC(=O)CCN(C)Cc2ccccc2)c1
  A: 11* | B: -0.2 | C: -6 | D: -3
> Cc1ccc(C(=O)c2c(N)c(C(=O)Nc3ccccc3C)c3ccccn23)cc1
  A: -0.8 | B: 0.0 | C: 6 | D: 17
> Cc1cccc(Oc2c(C(F)(F)F)oc3cc(OC(C)C(=O)OCC(C)C)ccc3c2=O)c1 (centres undefined)
  A: -0.7 | B: 0.3 | C: 6 | D: 5
> O=C1NC(=O)C(Cc2ccccc2F)(C2CCN(Cc3ccoc3)CC2)N1 (centres undefined)
  A: -0.6 | B: 0.1 | C: 1 | D: -16
> O=c1cc(-c2cc3ccccc3oc2=O)c2ccc(O)c(CN3CCCC3)c2o1
  A: 0.8 | B: -0.2 | C: 1 | D: 11
> O=C1c2ccccc2NC(c2ccc3c(c2)OCO3)N1c1ccc(Cl)c(Cl)c1 (centres undefined)
  A: -4.3 | B: 0.9 | C: -21 | D: 17
> CS(=O)(=O)N1CCC(C(=O)NC(c2ccccc2)c2ccsc2)CC1 (centres undefined)
  A: 1.9 | B: 0.3 | C: 6 | D: 7
> CC(=O)Nc1ccc(S(=O)(=O)n2nc(C)c(Sc3ccc(Cl)cc3)c2C)cc1
  A: 0.4 | B: 0.0 | C: 12 | D: 14

(more compounds)
Field names – A = GPR151 activ; B = FBW7 act; C = TEAD-YAP inh; D = MITF inh
> O=C(c1ccccc1)N1CCCOC1c1ccccc1 (centres undefined)
  A: 0.0 | B: -0.1 | C: -3 | D: 3
> CC(C)=CCN1CCN(Cc2cn[nH]c2C2CCCCC2)CC1CCO (centres undefined)
  A: 2.3 | B: -0.1 | C: 1 | D: -3
> COc1ccc(CCN=C2CCCc3ccccc3N2)cc1OC
  A: -0.2 | B: -0.1 | C: -5 | D: 1
> NC(=O)c1cccc(-c2cnn3c(N4CCCCC4CCO)ccnc23)c1 (centres undefined)
  A: 0.9 | B: -0.8 | C: -28 | D: -15
> CCCN(CCC)C(=O)c1sc2nc(-c3ccccc3)cn2c1C
  A: 0.5 | B: 0.1 | C: -16 | D: -2
> COCCN1C=C(C(=O)OC)C(c2cccc(OC)c2OC(C)C)C(C(=O)OC)=C1
  A: 11* | B: 0.0 | C: -3 | D: 12
> Cc1sc(NC(=O)COc2ccccc2)c(C(=O)NCc2cccnc2)c1C
  A: 0.8 | B: 0.4 | C: -6 | D: 22
> O=S(=O)(NCC1(CO)CC1)c1ccc(Br)cc1
  A: -1.0 | B: 0.0 | C: -5 | D: -6
> COc1cccc(C2C(C(N)=O)=C(C)Nc3nc(CCCO)nn32)c1OC (centres undefined)
  A: -1.4 | B: -0.1 | C: -7 | D: -15
> Fc1ccc(N2CCN(Cc3cn4ccccc4n3)CC2)cc1
  A: 2.3 | B: -0.1 | C: -5 | D: -15
> CC(C)C(NC(=O)Cc1ccccc1)C(C)C
  A: 0.0 | B: 1.0 | C: -6 | D: 12
> CCN(CC)S(=O)(=O)c1cccc(C(=O)Nc2cccc(NC(=O)c3cccc(S(=O)(=O)N(CC)CC)c3)n2)c1
  A: 0.4 | B: 0.0 | C: 12 | D: 2
> CCCCC(=O)Nc1cc(Cl)ccc1C
  A: -1.8 | B: 0.4 | C: -6 | D: 6
> Cn1c(=O)c2c(nc3n2CC(O)CN3c2ccc3ccccc3c2)n(C)c1=O (centres undefined)
  A: -1.2 | B: -0.1 | C: 0 | D: 9
> COc1ccc(C)cc1NS(=O)(=O)c1cc(Br)cnc1N
  A: -0.4 | B: 0.3 | C: 0 | D: 7

Next part:
Field names – A = GPR151 activ; B = FBW7 act; C = TEAD-YAP inh; D = MITF inh
> CN(C(=O)CCCl)c1nc(-c2ccccc2)cs1
  A: -0.6 | B: 0.2 | C: -1 | D: 23
> COc1ccc(C2C=C(c3ccc(Cl)cc3)Nc3nc(CCCO)nn32)cc1 (centres undefined)
  A: 6.1* | B: 0.0 | C: 12 | D: -1
> Cc1ccc(NC(=O)N2CC(C)Oc3ccccc32)cc1C (centres undefined)
  A: 0.8 | B: 0.6 | C: 12 | D: 7
> COc1ccc2oc(=O)c(C(=O)NCCC3=CCCCC3)cc2c1
  A: 0.0 | B: -0.1 | C: 0 | D: 5
> C#CCCCO/N=C1/[C@H]2CCn3c(=O)n([C@@H](CC)c4ccccc4)c(=O)n3[C@H]2[C@H](O)[C@@H]2O[C@H]12
  A: 1.5 | B: 0.0 | C: . | D: 17
> CCOC(=O)c1c(C)n(-c2ccccc2)c2c1cc(OC(=O)c1cccc(F)c1)c1ccccc12
  A: 0.0 | B: 0.0 | C: 2 | D: -9
> COc1cc(/C=N/NC(=O)CNc2cccc(C(F)(F)F)c2)cc(Br)c1O
  A: 0.6 | B: 0.1 | C: -4 | D: -3
> O=S(=O)(Cc1ccccc1)Nc1ccc(-c2cn[nH]c2)cc1
  A: -0.9 | B: -0.1 | C: -4 | D: -2
> CC(C)C[C@H]1C(=O)N2CCN(C(=O)c3ccc4ccccc4c3)C[C@@H]2C(=O)N1C
  A: 0.2 | B: 0.0 | C: 7 | D: 16
> COc1ccc(CCNc2ncnc3c2nc(Nc2cc(OC)c(OC)c(OC)c2)n3C(C)C)cc1
  A: -0.5 | B: 0.0 | C: 11 | D: 12
> C=CCN1C(=O)C(C(=O)Nc2cccc(C)c2)C2CC1(C)Oc1ccccc12 (centres undefined)
  A: -0.7 | B: 0.1 | C: -5 | D: -10
> NC(=O)c1sc2nc3c(c(-c4ccc(Cl)cc4)c2c1N)CCCC3
  A: -0.4 | B: -0.2 | C: -2 | D: -9
> O=C(CSc1cn(CC(=O)N2CCCCCC2)c2ccccc12)NC1CCCCC1
  A: 0.5 | B: 0.0 | C: -3 | D: 12
> O=C(c1cc2c(=O)oc3ccccc3c2s1)N1CCOCC1
  A: -1.8 | B: 0.3 | C: -14 | D: 16
> CCOCCc1nnc(NC(=O)c2cc(-c3ccccc3)nc3ccccc23)s1
  A: -0.5 | B: -0.1 | C: -2 | D: 10

Following part
Field names – A = GPR151 activ; B = FBW7 act; C = TEAD-YAP inh; D = MITF inh
> COC(=O)C1=C(C)N(CCc2ccccc2)C(=O)/C1=C\c1cc2c(cc1Br)OCO2
  A: 0.9 | B: -0.2 | C: 4 | D: 11
> CCN1CCN(C2=CC(=[N+]3CCCC3)CC(C)(C)C2)CC1
  A: 2.4 | B: -0.1 | C: 6 | D: -8
> Cc1ccc(S(N)(=O)=O)cc1C(=O)OCC(=O)c1ccccc1
  A: 2.4 | B: 0.0 | C: -14 | D: 15
> Cc1n[nH]c(C)c1-c1ccc(CC(N)c2nc3ccc(-c4c(C)n[nH]c4C)cc3[nH]2)cc1 (centres undefined)
  A: 0.9 | B: -0.7 | C: 2 | D: 0
> CSc1nc2n(n1)C(c1ccc(C)cc1)C1=C(CCCC1=O)N2 (centres undefined)
  A: 0.1 | B: 0.0 | C: 4 | D: 7
> O=C(Nc1ccccc1)C(Cc1ccccc1)N1C(=O)c2ccccc2C1=O (centres undefined)
  A: 1.1 | B: -0.1 | C: -1 | D: 3
> O=C(Cn1cnc2ccccc2c1=O)NCC(=O)N1CCOCC1
  A: -0.7 | B: 0.0 | C: 1 | D: 10
> COc1ccc(CNC(=O)CN(Cc2ccccc2Cl)C(=O)c2csnn2)cc1
  A: 0.0 | B: 0.2 | C: -1 | D: -3
> Cc1ccccc1OCC(=O)N/N=C/c1cc(Br)ccc1O
  A: 1.7 | B: 0.0 | C: 25 | D: 11

An excerpt from above, showing only FBW7 act and TEAD-YAP inh.
Molecule	FBW7 act	TEAD-YAP inh
Cc1ccc(S(N)(=O)=O)cc1C(=O)OCC(=O)c1ccccc1	0.0	-14
O=C(Nc1ccccc1)C(Cc1ccccc1)N1C(=O)c2ccccc2C1=O (centres undefined)	-0.1	-1
O=C(Cn1cnc2ccccc2c1=O)NCC(=O)N1CCOCC1	0.0	1
CCN1CCN(C2=CC(=[N+]3CCCC3)CC(C)(C)C2)CC1	-0.1	6

Assay outcomes deposited in PubChem BioAssay by The Scripps Research Institute Molecular Screening Center.
